From PubChem
MPTP block: mitochondrial permeability transition pore inhibitors, primary screen, biochemical, isolated mouse mitochondria, absorbance; Ca2+ swelling absorbance, 30 min; 360,000 compounds, 1.4% hits; inhibition, % at 10 µM;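 active means inhibition of 50% or more, scaled per plate between neutral and stimulator controls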;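 further: 0% = DMSO wells given calcium and 100% = 1 mM EGTA wells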
Numbers without * were called inactive. A portion of the library; rates above refer to the full screens.

molecule	MPTP block
Clc1cccc(-c2nc3c4ccccc4ccn3c2Cc2ccsc2)c1	3.6
Cn1cc(-c2csc(C(O)c3ccc(F)cc3)n2)cn1 (stereo unspecified)	0.8
COc1cccc(-c2ccccc2C2=CC(=O)CC(C)(C)C2=O)c1	-2.2
O=c1c2ccccc2c2ccccc2c(=O)n1Nc1ccccc1	-0.4
O=C(NCCc1ccc(O)cc1)c1[nH]c(C(F)(F)F)nc1-c1ccccc1	0.2
CC(C)(C)C(=O)OCc1ccc(C2=CC(=O)CC(C)(C)C2=O)cc1	-2.1
COc1cc(C(=O)NN=Cc2ccc(N(C)C)cc2)cc(OC)c1OC	0.8
Cc1ccc(F)c(S(=O)(=O)NC(=O)C2(C)CCN2C(=O)c2ccco2)c1 (stereo unspecified)	-0.5
CCCCNC(=O)C(NC(=O)c1ccccc1)C(=O)c1ccccc1 (stereo unspecified)	1.7
FC(F)(F)c1ccccc1Cc1c(-c2ccccc2)nc2ccc(Br)cn12	1.3

The closing 2 compounds of the section above lead into the next:
molecule	MPTP block
CCCCNC(=O)C(NC(=O)c1ccccc1)C(=O)c1ccccc1 (stereo unspecified)	1.7
FC(F)(F)c1ccccc1Cc1c(-c2ccccc2)nc2ccc(Br)cn12	1.3
COc1cc(CCN(C(=O)c2cc3ccccc3[nH]2)C(c2ccccn2)c2nc3ccccc3[nH]2)cc(OC)c1 (stereo unspecified)	-1.6
C[C@H]1CN([C@@H](C)CO)C(=O)CCCn2nncc2CO[C@@H]1CN(C)Cc1cccc(C(F)(F)F)c1	0.0
CN(NC(=O)C(=O)NCc1ccco1)C(=O)Nc1ccc(Cl)cc1	85*
CC1(C(=O)NS(=O)(=O)c2ccc3ccccc3c2)CCN1C(=O)C1(c2ccc(Cl)cc2)CCC1 (stereo unspecified)	2.3
NC(=S)c1csc(CCNC(=O)c2ccccc2)n1	-1.1
CC(=O)Nc1cccc(-c2ccnc3c2CC(C)(C(=O)Nc2ccc(C(C)C)cc2)O3)c1 (stereo unspecified)	0.2
O=C1c2ccccc2C(c2nnnn2-c2ccc3c(c2)OCCO3)N1CCc1c[nH]c2ccccc12 (stereo unspecified)	-1.7
CC(C)C[C@H]1CNC(=S)N1C[C@H]1CCCN1C[C@H](CC(C)C)N1C[C@H](CC(C)C)N(CCc2ccccc2)C1=S	1.4
O=C(NCc1cc(C(F)(F)F)ccc1Cl)c1cccc2c1C(=O)c1ccc(N3CCC(N4CCCCC4)CC3)cc1S2(=O)=O	0.5
Clc1cccc(-c2nc3ccc(Br)cn3c2Cc2ccccc2)c1	1.1
Nc1[nH]c(C(=O)c2ccccc2)c(-c2ccc(Cl)cc2Cl)c1C(=O)c1ccc(Cl)c(Cl)c1	4.1
O=C(O)C1=CCC=CC1C(=O)O (stereo unspecified)	0.3
C[C@H]1CN([C@@H](C)CO)C(=O)CCCn2cc(nn2)CO[C@@H]1CN(C)C(=O)c1ccc(N2CCN(C)CC2)cc1	-2.0
COc1ccc(C(C(=O)Nc2ccc3c(c2)OCCO3)n2c(=O)c(-c3cc4ccccc4[nH]3)nc3ccccc32)cc1 (stereo unspecified)	2.5
Cc1cnc(C)c(Nc2nc(C(N)Cc3ccc(C(F)(F)F)cc3)cs2)n1 (stereo unspecified)	19
Cc1ccc(F)c(S(=O)(=O)NC(=O)C2(C)CCN2C(=O)Cc2ccc(-c3ccccc3)cc2)c1 (stereo unspecified)	0.2
CCc1nc2ccc(C(=O)N3CCN(c4ccccc4)CC3)cn2c1N(C)CCCc1ccccc1	-1.5
O=C(Nc1ccc(Cl)cc1)c1cc(S(=O)(=O)N2CCCCC2)ccc1N1CCOCC1	1.4
CCOC(=O)C1=C(COC(=O)c2cc([N+](=O)[O-])ccc2Cl)NC(=O)NC1C (stereo unspecified)	-0.3
COc1ccccc1CC(=O)Nc1cc(C)on1	-1.6
CCCCNC(=O)c1nc(C2CCN(S(=O)(=O)c3ccc(OC(F)(F)F)cc3)CC2)oc1-c1ccccc1	-0.3
CC1=C(C(=O)N(C)C)CC(CC(=O)NCCCN(C)C)C(=O)N1Cc1ccc(F)cc1 (stereo unspecified)	-0.2
COCCN(Cc1ccc(OC)cc1)c1c(C)nc2ccc(C(=O)NCCc3c[nH]c4ccccc34)cn12	-0.1
COCCNC(=O)C1CCCN(C(=O)c2ccc3sccc3c2)CC1 (stereo unspecified)	0.3
Cc1cnc(NS(=O)(=O)c2ccc(N)cc2)nc1-c1ccccc1O	-0.2
COc1ccc(NC(=O)C2(C)Cc3c(-c4ccc(N(C)C)cc4)ccnc3O2)cn1 (stereo unspecified)	0.4
CC1(Cc2cccc(C(F)(F)F)c2)C(=O)Nc2ccc(-c3ccc(F)c(Cl)c3)cc21 (stereo unspecified)	1.6
Cc1noc(C)c1S(=O)(=O)N(C)C[C@H]1OCc2cn(nn2)CCCC(=O)N([C@@H](C)CO)C[C@@H]1C	0.6
Cc1ccc(CN2C(=O)CSCC2(C)C(=O)Nc2c(C)cccc2C)cc1 (stereo unspecified)	-0.1
COc1ccc(CNC(=O)c2cccc3c(-c4cccnc4)coc23)cc1OC	99*
COC(=O)[C@@]12C[C@@H](CC(=O)NCCCN3CCCC3=O)C(=O)N(Cc3cccc4ccccc34)C1=CCC(C)(C)C2	-2.9
N#Cc1ccc(C(C(=O)NC2CCCCC2)n2c(=O)c(-c3ccccc3)nc3ccccc32)cc1 (stereo unspecified)	0.4
FC(F)(F)c1ccccc1Cc1c(-c2ccccc2)nc2ccc(Cl)cn12	-0.1
Cc1cc2cc3c(=O)[nH]c(=O)cc-3n(CC(O)C(O)C(O)CO)c2cc1C (stereo unspecified)	2.7
COc1ccccc1-c1noc2c1C(=O)NCC2	-0.7
NC(=NCc1ccccc1)NN=Cc1ccnc2ccccc12	3.2
CCOC(=O)[C@]12CCC=C1N(Cc1ccccc1)C(=O)[C@H](CC(=O)NCCCN1CCCC1=O)C2	0.2
Nc1nc(N)c2cc(CNc3ccc(Cl)c(Cl)c3)ccc2n1	29
CC(C)C[C@H]1CN(CCCC[C@H]2CNC(=O)C(=O)N2CCC2CCCCC2)C(=O)C(=O)N1CC1CCCCC1	-5.5
CCCNC(=O)C1(C)CCCN(C/C=C/c2ccccc2)C1 (stereo unspecified)	-1.2
CCN1CCN(c2sc(S(=O)(=O)CC)nc2S(=O)(=O)c2ccc(C)cc2)CC1	-0.5
CC1(C(=O)Nc2cccc3ccccc23)CCN1C(=O)Cc1ccccc1Cl (stereo unspecified)	1.6
CC(=O)c1ccc(OCc2nnn(CC(=O)O)c2-c2ccccc2)cc1	-0.1
NC(=O)c1cccc(-c2ccnc3c2CC(C(=O)Nc2ccc(Cl)cc2)O3)c1 (stereo unspecified)	2.5
COC(=O)[C@]12CCCCC=C1N(Cc1ccccc1)C(=O)[C@H](CC(=O)N1CCSCC1)C2	1.0
Cc1ccccc1S(=O)(=O)NC(=O)C1(C)CCN1C(=O)C1(c2ccc(Cl)cc2)CC1 (stereo unspecified)	0.9
Cc1ccccc1-c1cc2nc(Nc3ccc(F)cc3)n(C)c(=O)c2s1	2.6
CCc1cc2c(SCC(=O)NC3CCCC3)ncnc2s1	-0.4
CC(C)N1CC2(CC(c3ccccc3F)=NO2)CN1C(=O)c1ccco1 (stereo unspecified)	1.6
OC(c1ccc2c(c1)OCO2)c1ncc(-c2ccc(Cl)cc2)[nH]1 (stereo unspecified)	1.2

As a working copy, seven of the compounds above:
molecule	MPTP block
NC(=O)c1cccc(-c2ccnc3c2CC(C(=O)Nc2ccc(Cl)cc2)O3)c1 (stereo unspecified)	2.5
COC(=O)[C@]12CCCCC=C1N(Cc1ccccc1)C(=O)[C@H](CC(=O)N1CCSCC1)C2	1.0
Cc1ccccc1S(=O)(=O)NC(=O)C1(C)CCN1C(=O)C1(c2ccc(Cl)cc2)CC1 (stereo unspecified)	0.9
Cc1ccccc1-c1cc2nc(Nc3ccc(F)cc3)n(C)c(=O)c2s1	2.6
CCc1cc2c(SCC(=O)NC3CCCC3)ncnc2s1	-0.4
CC(C)N1CC2(CC(c3ccccc3F)=NO2)CN1C(=O)c1ccco1 (stereo unspecified)	1.6
OC(c1ccc2c(c1)OCO2)c1ncc(-c2ccc(Cl)cc2)[nH]1 (stereo unspecified)	1.2

Shown as a hit in MPTP block, among the entries above:
molecule	MPTP block
CN(NC(=O)C(=O)NCc1ccco1)C(=O)Nc1ccc(Cl)cc1	85*
COc1ccc(CNC(=O)c2cccc3c(-c4cccnc4)coc23)cc1OC	99*

Next section.
SMILES | MPTP block
COC[C@H](NS(=O)(=O)c1ccc(Br)cc1F)[C@@H](O)c1ccccc1 | -2.0
C=CCn1c(SCC(=O)Nc2cc(C)on2)nnc1-c1ccncc1 | -0.2
O=C(NCCNC(=O)c1ccc(Cl)cc1Cl)c1ccc(Cl)cc1Cl | 2.2
CC(O)(c1ccccc1)c1nc(-c2cccc(C(F)(F)F)c2)cs1 (stereo unspecified) | 3.0
COc1cc(OC)nc(Nc2nc(C(C)N)cs2)n1 (stereo unspecified) | -0.1
Cn1nc(C(C)(C)C)cc1C(=O)N1CCC(C)(C(=O)NS(=O)(=O)C2CC2)C1 (stereo unspecified) | -1.0
CC1=C(C(=O)N(C)C)CC(CC(=O)NCCCN(C)C)C(=O)N1Cc1ccc(C(C)(C)C)cc1 (stereo unspecified) | 0.5
CC(C)n1c(=O)c2ccccc2n1Cc1cn(-c2ccccc2)nn1 | -1.2
Cc1nc(C)c(-c2csc(Nc3ccc(Cl)cn3)n2)s1 | 1.6
COc1ccc(S(=O)(=O)N2CCCCCC2)cc1NC(=O)Cc1cccc(C(F)(F)F)c1 | 0.3
COc1ccc(CCC(=O)N2CCN(S(=O)(=O)c3ccc(OC)c([N+](=O)[O-])c3)CC2)cc1 | 0.1
CC(C)C[C@H]1CNC(=O)C(=O)N1C[C@H]1CCCN1C[C@H](Cc1ccc(O)cc1)N1C[C@H](CC(C)C)N(CC2CCCCCC2)C(=O)C1=O | -1.5
CCN(C1CCCCC1)S(=O)(=O)CCNC(=O)c1ccc(OC)cc1 | 0.3
COCCCN(Cc1cc(OC)c(OC)c(OC)c1)C(=S)Nc1cccc(Cl)c1 | 1.2
Cc1ccc(C(=O)NCC(=O)Nc2ccccc2C)o1 | -0.8
O=S1(=O)CC(N2CCCC2)CN1Cc1cn(Cc2ccc(Cl)cc2)nn1 (stereo unspecified) | 1.3
O=C1NC[C@@H](CCCCN2C[C@H](Cc3ccccc3)N(CCC3CCCCC3)C(=O)C2=O)N(CCc2ccccc2)C1=O | -3.5
O=C1NC(Cc2ccccc2)c2nc3cc(F)ccc3c(=O)n2-c2cc3ccccc3cc21 (stereo unspecified) | 0.3
CN(C)CCN1CCN(C(c2cc3ccccc3o2)c2nnnn2C(C)(C)C)CC1 (stereo unspecified) | 0.1
N#CCc1ccc(-c2cccc3nccn23)cc1 | -2.1
COc1ccc(OC)c(CC(=O)Nc2ccc3c(c2)c(=O)n(C)n3Cc2cccc(C(F)(F)F)c2)c1 | 0.6
CC1(Cc2ccc3ccccc3n2)C(=O)Nc2ccc(OC(F)(F)F)cc21 (stereo unspecified) | 0.8
Cc1cc(C)c(C(O)c2ncc(-c3ccccc3Cl)[nH]2)c(C)c1 (stereo unspecified) | 0.7
CCCS(=O)(=O)NC(=O)C1(C)CCCN(C(=O)c2ccccc2)C1 (stereo unspecified) | 0.7
Cc1c(Cc2ccccc2)[n+](=O)c2ccccc2n1[O-] | -0.2
COc1ccc(CN2C(=O)CN(S(C)(=O)=O)CC2(C)C(=O)Nc2c(C)cccc2C)cc1OC (stereo unspecified) | 0.0
CCNC(=O)C1(C)CCN(C(=O)c2ccc(F)c(Cl)c2)C1 (stereo unspecified) | 1.4
CC[C@H](NC(=O)/C=C/[C@H]1O[C@@H](n2cc(C)c(=O)[nH]c2=O)C[C@@H]1O)c1ccccc1 | 0.9
COC(=O)c1cnc(Nc2nc(C(N)Cc3ccccc3)cs2)nc1C(F)(F)F (stereo unspecified) | 3.8
C[C@H]1CCCCO[C@H](CN(C)S(=O)(=O)c2cn(C)cn2)[C@@H](C)CN([C@@H](C)CO)C(=O)c2cc(NS(=O)(=O)c3ccccc3)ccc2O1 | 0.3
O=C(NCCO)C(=O)NCC(c1cccs1)S(=O)(=O)c1ccc(F)cc1 (stereo unspecified) | 0.9
CC(C)C[C@H]1CN([C@@H](CC(C)C)CN2CCC[C@@H]2CN2C(=S)NC[C@@H]2Cc2ccc(O)cc2)C(=S)N1CC1CCCCC1 | 5.6
CCOC(=O)C1(C)CCN1C(=O)c1csnn1 (stereo unspecified) | -0.1
CCCCC[C@H](C)N1C[C@@H](COCc2ccccc2)Oc2cc(N3CC[C@H](N(C)C)C3)ccc2S1(=O)=O | 5.4
CCOC(=O)[C@]12CCCC=C1N(Cc1ccccc1)C(=O)[C@H](CC(=O)N1CCOCC1)C2 | 6.1
CC1(C(=O)NS(=O)(=O)c2ccc(C#N)cc2)CCN1C(=O)C1(c2ccccc2)CCCC1 (stereo unspecified) | -0.6
CC(C)CCNC(=O)[C@@H](Cc1ccccc1)NC(=O)CC[C@H]1O[C@@H](n2ccc(=O)[nH]c2=O)[C@H](O)[C@@H]1O | 0.0
C[C@H]1CN([C@@H](C)CO)C(=O)CCCn2nncc2CO[C@H]1CN(C)S(=O)(=O)c1ccc2c(c1)OCCCO2 | 0.6
O=Cc1ccc(N2CCN(S(=O)(=O)c3ccc4c(c3)CC(=O)N4)CC2)cc1 | -1.3
O=C(Nc1ncccc1O)c1ccc(Cl)c(S(=O)(=O)N2CCCC2)c1 | -0.4
CC1(C(=O)NS(=O)(=O)C2CC2)CCCN(C(=O)c2ccco2)C1 (stereo unspecified) | 0.7
C[C@@H]1CN([C@H](C)CO)C(=O)CCCn2nncc2CO[C@H]1CN(C)Cc1ccccc1 | 0.5
O=C(NCc1ccccn1)[C@@H]1CCCN1C(=O)[C@@H]1CCCN1 | 0.8
COc1cccc(NC(=O)C2(C)CCN2Cc2cccc(OC)c2F)c1 (stereo unspecified) | 0.0
O[C@@H]1C[C@H](c2ccccc2)N(Cc2cccs2)C[C@H]1n1cc(C2CC2)nn1 | 0.9
Cc1cc(C)cc(C(O)c2ncc(-c3ccc4ccccc4c3)[nH]2)c1 (stereo unspecified) | 3.9
